Compound activity as filed in PubChem BioAssay.
E-sel inducer: E-selectin induction in HUVECs, primary screen, imaging, HUVEC, immunofluorescence imaging, single point | P16581 | normalized: neutral wells 0, TNF-alpha wells 100 | activation, % at 7.58 µM | hit rate 0.37% among 260,000 | AID 686992, 2013;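 active means mean E-selectin-positive cell signal at least 10% of the positive control, reached in at least 60% of replicates, without over 20% cell loss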;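 further: in these data hits start at about 27%; measured in HUVEC primary endothelial cells; signal is the percent of cells scored E-selectin positive by PE staining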
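Test system: HUVEC | Signal: Immunofluorescence imaging | Read-out: Percent E-selectin-positive cells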
ERAP1 HTS inh: human ERAP1 aminopeptidase inhibitors, primary screen, biochemical, single point, plate reader | Endoplasmic reticulum aminopeptidase 1 (Homo sapiens), Q9NZ08 | AID 652197, 2013 | hit rate 0.15% among 340,000 | inhibition, % at 10.7 µM | recombinant ERAP1, Leu-AMC fluorescence, 60 min;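 active means mean replicate inhibition of at least 30%, or all replicates individually reaching that 30% level; inactive means mean below 30% and not every replicate reaching it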;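 further: 0% = neutral control wells and 100% = L-leucinethiol positive control wells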
PGC1a acetyl inh: inhibitors of PGC1a acetylation signal, primary screen, cell-based, U2OS, AlphaScreen, inhibitor mode. AlphaScreen anti-acetyl-lysine; with virally co-expressed GCN5 acetyltransferase. inhibition, % at 15.6 µM. hit rate 0.17% among 350,000;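 active means every replicate shows inhibition of at least 40%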;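 further: 0% = neutral control wells and 100% = positive control wells; some results beyond the cut were filed as inactive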
RAD52 inh: RAD52 DNA annealing inhibitors, primary screen, biochemical, FRET, single point, set 2. recombinant RAD52 DNA annealing, FRET fluorescence. AID 651710, 2012. hit rate 0.46% among 360,000. inhibition, % at 18.7 µM. DNA repair protein RAD52 homolog (Homo sapiens), P43351;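 active means every replicate showing at least 50% inhibition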
PglD DTNB: C. jejuni PglD acetyltransferase inhibitors, primary screen, biochemical, DTNB colorimetric, single point; hit rate 0.098% among 360,000; inhibition, % at 12.5 µM; AID 602405, 2012; UDP-N-acetylbacillosamine N-acetyltransferase PglD (Campylobacter jejuni); purified PglD enzyme, DTNB colorimetric CoA detection; in the data active means inhibition above about 16%, passing the limit was not always enough; further: strong numbers were not always called active
miR-122 sensor: miR-122 Renilla sensor signal increase in Huh7, primary screen, miR-122 inhibitor project, cell-based, single point, plate reader | Huh7 miR-122 Renilla luciferase sensor, 48 h; neutral wells = 0, positive control = 100 | activation (reporter increase), % at 12.5 µM | hit rate 0.3% among 340,000;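 active means mean replicate activation score at least 90 and every replicate individually at or above 90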;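 further: higher luciferase means less miR-122 activity so hits act as miR-122 inhibitors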
Cneo AK release: Cryptococcus neoformans cell lysis inducers, primary screen, AK release luminescence, single concentration; C. neoformans lysis, adenylate kinase release luminescence, 4 h; normalised: neutral wells 0, clomiphene wells 100; lysis activity, % at 15 µM; hit rate 0.2% among 360,000; AID 651654, 2012;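 active means mean lysis activity across replicates of at least 80%, whatever share of replicates individually reach that level; inactive means mean lysis activity below 80%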
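Material – log-phase Cryptococcus neoformans yeast cells · Input – 5 × 10^6 yeast cells/mL · Medium – fresh YPD growth medium · Doses – single compound concentration per well · Timing – static 4 h at 37 °C with compound, 1 h detection · Detection – adenylate kinase release luminescence · Read-out – signal increase indicating cell lysis · Control set – Clomiphene as positive lysis control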
RAD54 inh: inhibitors of human RAD54 branch migration, primary screen, biochemical, fluorescence, single point; DNA repair and recombination protein RAD54-like (Homo sapiens), Q92698; RAD54 Holliday junction branch migration, FAM/BHQ fluorescence; inhibition, % at 10.4 µM; hit rate 0.14% among 360,000; AID 602329, 2012;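 active means mean normalized replicate activity at least 40 and at least half of replicates scoring 40 or more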;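 further: 0% = median of neutral control wells and 100% = median of positive control wells; inhibitors cause a drop in the FAM fluorescence signal; in these data hits start at about 50%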
Target sequence (Q92698 whole entry, looked up): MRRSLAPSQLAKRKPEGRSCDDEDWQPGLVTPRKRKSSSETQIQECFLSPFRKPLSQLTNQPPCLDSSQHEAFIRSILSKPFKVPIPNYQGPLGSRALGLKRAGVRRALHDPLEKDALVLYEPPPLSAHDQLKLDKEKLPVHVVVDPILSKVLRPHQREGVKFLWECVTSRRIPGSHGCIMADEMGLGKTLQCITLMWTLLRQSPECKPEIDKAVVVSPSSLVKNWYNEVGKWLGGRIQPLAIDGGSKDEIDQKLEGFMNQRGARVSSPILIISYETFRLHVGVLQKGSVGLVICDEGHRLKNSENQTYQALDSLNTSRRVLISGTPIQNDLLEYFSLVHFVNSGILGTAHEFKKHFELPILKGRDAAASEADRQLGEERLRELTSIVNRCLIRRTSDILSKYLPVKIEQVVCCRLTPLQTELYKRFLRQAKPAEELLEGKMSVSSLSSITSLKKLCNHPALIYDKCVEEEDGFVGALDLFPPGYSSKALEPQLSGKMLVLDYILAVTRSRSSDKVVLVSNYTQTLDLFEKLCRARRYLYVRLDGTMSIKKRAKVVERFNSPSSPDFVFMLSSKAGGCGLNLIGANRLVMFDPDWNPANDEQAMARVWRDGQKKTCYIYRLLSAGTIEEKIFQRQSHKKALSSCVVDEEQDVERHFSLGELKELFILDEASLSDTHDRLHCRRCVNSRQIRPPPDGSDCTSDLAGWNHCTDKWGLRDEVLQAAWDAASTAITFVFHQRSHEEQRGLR
Active calls of the source: *; i = inactive; . = not tested or not shown; [ ] = remark or other dose.

Start of the data: the first 3 entries as a preview:
Order of values: E-sel inducer, ERAP1 HTS inh, PGC1a acetyl inh, RAD52 inh, PglD DTNB, miR-122 sensor, Cneo AK release, RAD54 inh
COc1cc(NC(=O)NCCN2CCN(c3ccc(Cl)cc3)CC2)ccc1C
  ., ., -7, ., 4, -5, -6, -8
O=C1N[C@@H](Cc2ccccc2)COC(=O)[C@@H](Cc2ccc(F)cc2)C/C=C\C[C@@H]1CC(=O)N(CCO)Cc1ccccc1
  0.4, 0, ., -20, -6, 9, 9, -11
CCCCn1c(NCCO)nc2ccccc21
  0.0, -4, 6, -5, 7, -1, -1, -8

The list itself (from the top)
Order of values: E-sel inducer, ERAP1 HTS inh, PGC1a acetyl inh, RAD52 inh, PglD DTNB, miR-122 sensor, Cneo AK release, RAD54 inh
COc1cc(NC(=O)NCCN2CCN(c3ccc(Cl)cc3)CC2)ccc1C
  ., ., -7, ., 4, -5, -6, -8
O=C1N[C@@H](Cc2ccccc2)COC(=O)[C@@H](Cc2ccc(F)cc2)C/C=C\C[C@@H]1CC(=O)N(CCO)Cc1ccccc1
  0.4, 0, ., -20, -6, 9, 9, -11
CCCCn1c(NCCO)nc2ccccc21
  0.0, -4, 6, -5, 7, -1, -1, -8
COc1cc(-c2cc(N)n(S(=O)(=O)c3ccc(F)cc3)n2)cc(OC)c1OC
  0.0, ., -4, -99, -8, 2, -2, 6
COc1cccc(-c2nnc3sc(-c4ccccn4)nn23)c1
  ., ., 2, ., 0, 2, 1, 7
CO[C@@H]1CN(C)C(=O)c2ccc(NS(=O)(=O)c3ccccc3C)cc2OC[C@H](C)N(C)C[C@@H]1C
  -0.1, -2, ., -1, 6, ., 49, 3
CCCc1cc(C(N)=O)c(NC(=O)c2ccoc2C)s1
  ., -1, -6, -13, -4, -13, 6, 5
Cn1c(SCCCC(=O)c2ccccc2)nnc1-c1ccncc1
  ., ., -4, ., -3, 1, -21, -2
C[C@H](O)C#Cc1cnc2c(c1)C(=O)N([C@H](C)CO)C[C@H](C)[C@H](CN(C)C(=O)c1ccc(F)cc1)O2
  0.0, 1, -1, 1, 3, ., -15, 0
Cc1occc1C(=O)N/N=C/C=C\c1ccccc1[N+](=O)[O-]
  ., -10, 1, -6, ., 4, ., .
COc1ccccc1NC(=O)Cn1ncc2c1-c1ccccc1OC2
  -0.1, 3, ., -15, -5, ., 2, 11
OC[C@@H]1CN(CCN2CCOCC2)C[C@H](n2cnc3c(NCc4ccco4)ncnc32)O1
  0.2, -2, 2, -14, 0, 1, -1, -10
Cc1occc1C(=O)N1CCCC(N2CCN(c3cccc(C(F)(F)F)c3)CC2)C1 (stereo not given)
  0.0, -1, ., -4, 12, ., -2, -7
COc1ccc(NC(=O)CSc2nc(N3CCCCC3)nc(N3CCCCC3)n2)cc1
  ., ., 1, ., 0, -3, 1, -6
CS(=O)(=O)c1ccc(-c2cccc(NC(=O)c3ccc4c(c3)OCO4)c2)nn1
  0.8, -5, 7, -5, 15, 4, 0, -6
CCOC(=O)CN1C=C(c2ccc3ccccc3n2)C(C[N+](=O)[O-])c2ccccc21 (stereo not given)
  ., ., 0, ., -4, 7, 1, 2
Cc1cccc(NC(=O)C2CCN(S(C)(=O)=O)CC2)c1C
  0.4, -2, -9, -2, 1, -9, -2, -9
O=C(COC(=O)c1cc(S(=O)(=O)N2CCOCC2)ccc1F)NC1CCCCC1
  ., 2, 3, -5, -2, 3, -2, -1
O=C(NCCC1=CCCCC1)C1CCN(c2nc3ccccc3o2)CC1
  ., ., -6, ., 4, 1, 1, 2
Cc1ccc(S(=O)(=O)Nc2ccc3c(c2)C(=O)N([C@H](C)CO)C[C@@H](C)[C@H](CN(C)Cc2ccc(C(=O)Nc4ccccc4N)cc2)O3)cc1
  4.5, -1, 3, 14, ., ., ., .
Cn1ccc(C(=O)OCC(=O)c2ccccc2)n1
  ., ., 1, ., 3, -2, 0, -5
CCC(=O)N1c2ccc(S(=O)(=O)CCC(=O)N3CCN(c4ccccc4F)CC3)cc2CC1C (stereo not given)
  -0.1, 2, ., -9, 2, ., -1, 5
COc1ccc(S(=O)(=O)N2CCC(C(=O)Nc3ccccc3N3CCCCC3)CC2)cc1OC
  ., -4, -3, -30, 6, -8, 0, -9
Cc1ccc(-c2nc3ccccc3[nH]2)cc1NC(=O)c1ccco1
  ., ., 13, ., 3, 5, 3, -3
COCC(=O)Nc1ccc2c(c1)C(=O)N(C)C[C@H](OC)[C@@H](C)CN(C(=O)c1ccccc1F)[C@H](C)CO2
  -0.1, 1, -4, -6, -3, 22[16.7 µM], -1, 5
O=S(=O)(c1ccc(Cl)cc1)N1CCN(Cc2ccc(O)c3ncccc23)CC1
  0.0, -1, 11, -6, ., ., ., .
CCN(C(=O)COC(=O)c1ccccc1OCc1ccc(Cl)cc1)C1CCS(=O)(=O)C1 (stereo not given)
  -0.6, 5, -9, -15, 0, -3, 0, -5
COc1ccc(N=Cc2c(O)n(-c3cccc(C)n3)c(=O)c3ccccc23)c(OC)c1
  ., -2, -1, i, -8, -1, 3, 2
Cc1ccc(CNC(=O)C2=NNC(=O)CC2)cc1
  ., ., 11, ., 4, -2, -5, -1
C[n+]1ccccc1/C=C/c1ccccc1Cl
  ., 27, 2, -13, -4, 26, 0, -9
COc1ccc2nc(NCCCNC(=O)c3cc(OC)c(OC)c(OC)c3)c(C#N)cc2c1
  0.1, ., 8, ., -3, -2, -2, -4
C[C@H](CO)N1C[C@H](C)[C@@H](CN(C)C(=O)Nc2ccc(C(F)(F)F)cc2)Oc2c(NC(=O)Cc3ccccc3)cccc2C1=O
  0.9, -6, ., -10, -1, -38, -5, -9
CCCc1cc(C(=O)Nc2nccs2)cs1
  ., ., -11, ., 0, -4, -4, -1
CC1(C)C(=O)C=CC(=O)C(C)(C)C(=O)C=CC(=O)C(C)(C)C2=CC=C(O2)C(C)(C)C(=O)C=CC1=O
  -0.1, 0, ., -21, ., -13, ., .
CCOC(=O)c1cccc(NC(=O)Nc2cc(OC)ccc2OC)c1
  ., ., -13, ., -2, -16, 4, 2
CCCCN(Cc1ccccc1)C(=O)C1CCC(=O)N(CCc2ccccn2)C1 (stereo not given)
  0.0, -4, ., 2, 3, ., 16, -6
CCC(C)NC(=O)Cn1cc(S(=O)(=O)N2CCN(c3ccccc3F)CC2)c2ccccc2c1=O (stereo not given)
  6.2, -1, -3, -7, ., ., ., .
Cc1ccc(S(=O)(=O)C2(S(=O)(=O)c3ccc(C)cc3)CCCC2)cc1
  ., ., -41, ., 0, 41, -4, 2
CCOC(=O)CSc1nc2sc3c(c2c(=O)[nH]1)CCCC3
  ., -1, -5, -4, -2, ., -1, -7
O=C(Nc1cc(F)ccc1F)N1C[C@H]2[C@@H](c3ccccc31)[C@@H](CO)N2Cc1cccnc1
  -0.5, 4, -18, -3, 2, 7[16.7 µM], -2, 12
COc1ccccc1N1CCN(C(=O)COc2cc(C)ccc2C)CC1
  0.2, 9, -34, 4, ., ., ., .
NC(=O)c1ncn([C@@H]2O[C@H](CO)[C@@H](O)[C@H]2O)n1
  0.0, -2, 4, -8, 0, -6, -1, 0
CCC(C(=O)NC(C)(C)C)N(Cc1ccc(OC)cc1)C(=O)c1snc(C(N)=O)c1N (stereo not given)
  0.3, 10, 2, -16, ., -1, -1, -3
CS(=O)(=O)Nc1ccc2c(c1)[C@H]1C[C@H](CC(=O)NCc3ccccc3)O[C@@H](CO)[C@H]1O2
  -0.4, -2, -1, -20, 1, 6[16.7 µM], 5, -3
Cc1cc(NC(=O)COC(=O)CCC(=O)c2ccc(F)cc2)no1
  ., ., 9, ., 11, -1, 2, -4
O=C(O)CCC(=O)NCc1cn(-c2ccccc2)nc1-c1cccc(Br)c1
  0.6, 4, -7, -7, -2, 1, -1, -12
CCOC(=O)c1cc(-c2ccncc2)nc2c1c(C)nn2-c1ccccn1
  ., ., -7, ., -1, -5, 2, 65*
C[C@H](CO)N1C[C@H](C)[C@H](CN(C)S(C)(=O)=O)Oc2c(NC(=O)Nc3ccc(F)cc3)cccc2C1=O
  ., 0, 5, 6, 21, -1[16.7 µM], 0, 0
C[C@H](CO)N1C[C@H](C)[C@H](CN(C)Cc2ccc(C(F)(F)F)cc2)OCc2cnnn2CCCC1=O
  -0.2, -1, 9, 11, 2, -2[16.7 µM], -17, 2
O=C(c1ccccc1)N1CC[C@H]2[C@H](CO)Nc3ccc(-c4ccccc4F)cc3[C@H]21
  0.5, 3, -13, 11, 5, 0[16.7 µM], 2, -3

(more compounds)
Order of values: E-sel inducer, ERAP1 HTS inh, PGC1a acetyl inh, RAD52 inh, PglD DTNB, miR-122 sensor, Cneo AK release, RAD54 inh
CN1CCN(C(=O)C[C@H]2CC[C@H]3[C@@H](COC[C@H](O)CN3CC3CCCCC3)O2)CC1
  0.0, 3, 6, 1, 1, 4[16.7 µM], 0, 0
O=S(=O)(c1ccc(Br)s1)N1CCN(c2ccccc2)CC1
  -2.4, ., -5, ., ., -2, -2, 1
COc1cccc(/C=N\NS(=O)(=O)c2ccccc2)c1OC
  ., 2, 7, -10, -2, -2, -1, 1
COc1ccccc1-c1cn(CC[C@@H]2CC[C@H](NC(=O)c3ccccc3F)[C@H](CO)O2)nn1
  -0.1, -12, -8, 7, 6, ., 0, 8
Cc1ccc(S(=O)(=O)N2CCOCC2)cc1NC(=O)COC(=O)c1ccco1
  0.4, 4, -1, 1, -1, 3, 1, -2
CS(=O)(=O)NCc1ccc(C(=O)NCCOc2ccccc2)cc1
  ., 2, -2, -13, ., -9, ., .
CC1CC(C)(C)NC(=S)N1CC(=O)N1CCN(Cc2ccc3c(c2)OCO3)CC1 (stereo not given)
  1.5, 1, 5, -4, -4, ., 1, 1
COc1ccc(-c2c(C)nn3c(N4CCOCC4)cc(C)nc23)cc1OC
  0.5, -5, 2, 5, -3, -12, -1, -4
CSc1ncccc1C(=O)NNC(=O)c1ccc(NS(=O)(=O)c2cccs2)cc1
  0.2, -1, 3, -16, 5, -1, 0, 4
O=C(Nc1ccc(N2CCCCC2)c(Cl)c1)c1ccc2c(c1)OCCO2
  ., ., 46, ., 7, -1, 0, -1
O=C(NCc1ccccc1)c1cc[n+](Cc2ccccc2)cc1
  5.4, 1, ., -3, 10, -4, 0, -24
CC(C)c1ccc(NC(=O)CSc2nc3ccsc3c(=O)n2CCC(=O)O)cc1
  2.0, -4, 8, -14, 1, 2, 1, 13
COc1ccc(C(=O)O/N=C(\N)c2ccccc2Cl)cc1OC
  2.5, 1, 0, -6, 4, -2, 0, -10
COCC#Cc1cnc2c(c1)C(=O)N([C@H](C)CO)C[C@@H](C)[C@H](CN(C)C(=O)CN1CCOCC1)O2
  0.0, -2, 26, -5, 0, 1[16.7 µM], 0, 2
O=C(O)CC(=O)Nc1ccccc1
  ., ., 2, ., 1, -4, -1, -5
COC(=O)C1=NN(c2ccc(C)cc2)C2(S1)SC(C(C)=O)=C(C)N2c1ccccc1 (stereo not given)
  ., 1, 4, -2, 3, -4, 1, -5
CC1Cc2ccccc2N1C(=O)CSc1ccccn1 (stereo not given)
  -0.1, -2, -9, -13, -3, -1, 3, -2
O=C(N[C@@H]1CC[C@H](CCn2cc(-c3ccc(F)cc3)nn2)O[C@@H]1CO)c1cnccn1
  -0.5, 4, -4, -3, 0, ., -3, 2
Nc1c(C(=O)O)cnn1-c1ccc([N+](=O)[O-])cc1
  -0.1, -2, 6, -16, 8, -7, 9, 5
